# High-throughput results from PubChem.
# ALDH1A1 block – inhibitors of human aldehyde dehydrogenase 1A1 | P00352 | Purified ALDH1A1, NADH fluorescence, propionaldehyde substrate | Potency, µM (highest dose often 75.3 µM), without a hit: at the top dose activity, negative = inhibition, hits mostly inhibitors | 7.3% of 220,000 active | AID 1030; active = well fitted inhibition curve with a large enough effect, not every such curve was filed as active; inconclusive = small, poorly fitted or top-dose-only effect, or another doubt; inactive = no such curve, though single readings can be large or run the other way;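 note: plate controls were no enzyme wells and a reference inhibitor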
# Target sequence (P00352 whole entry, looked up): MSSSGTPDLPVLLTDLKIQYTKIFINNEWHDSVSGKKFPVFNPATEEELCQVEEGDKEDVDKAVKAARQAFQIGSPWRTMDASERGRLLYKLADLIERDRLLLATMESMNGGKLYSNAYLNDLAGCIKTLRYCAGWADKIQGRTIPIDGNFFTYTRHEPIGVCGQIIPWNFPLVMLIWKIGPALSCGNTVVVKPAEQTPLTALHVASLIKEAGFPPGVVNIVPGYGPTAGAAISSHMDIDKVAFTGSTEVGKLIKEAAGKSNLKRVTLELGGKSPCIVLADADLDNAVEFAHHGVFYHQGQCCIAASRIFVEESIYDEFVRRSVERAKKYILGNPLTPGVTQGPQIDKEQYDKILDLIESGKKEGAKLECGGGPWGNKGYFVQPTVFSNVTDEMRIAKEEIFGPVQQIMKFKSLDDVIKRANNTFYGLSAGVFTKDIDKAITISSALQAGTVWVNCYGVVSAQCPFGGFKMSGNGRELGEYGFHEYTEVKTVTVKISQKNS
# Tau fluor cs – counter-screen for tau fibril formation inhibitors. tau K18 P301L Alexa594 fluorescence, heparin fibrillization. Potency, µM (highest dose often 57.7 µM), without a hit: at the highest dose activity change, negative = decrease. 0.93% of 280,000 active. AID 1463; note: % is set by controls: 0 for no effect and ±100 for the full control effect; nearly all actives have a fitted effect of over 55% in size
#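 Human tau K18 P301L (15 uM unlabeled, 0.24 uM Alexa 594-labeled) in 100 mM sodium acetate pH 7 with 20 uM heparin, 6 hr at 37 C. ThT 30 uM added, 1 hr ambient; Alexa 594 FP and total fluorescence read at 555/632 nm.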
# GAA inhib – inhibitors of human lysosomal alpha-glucosidase | AID 1466 | purified human GAA, 4-MU-alpha-glucoside fluorescence | 0.005% of 200,000 active | Potency, µM (top dose mostly 76.9 µM), for inactives: top-dose activity change, negative = inhibition, actives largely listed as inhibitors | P10253;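 note: plate controls were uninhibited enzyme wells for no effect and no-enzyme background for full effect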
#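 Human alpha-glucosidase, 4 nM, pre-mixed with test compounds before 400 uM 4-methylumbelliferyl substrate; 20 min room temperature at pH 5.0. Fluorescence read after pH 10 stop; AC50 values from Hill-equation fits.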
# aGal spleen mod – alpha-galactosidase A (human) modulation | P06280 | human spleen homogenate, 4MU-alpha-Gal fluorescence, 40 min | Potency, µM (titrated, usually from 80 µM), for the others: at the highest dose activity change, negative = inhibition, actives largely listed as inhibitors | 0.008% of 240,000 active;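 note: 0% = enzyme with vehicle and -100% = no enzyme basal signal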
# Target sequence (P06280 32-429 limits assumed): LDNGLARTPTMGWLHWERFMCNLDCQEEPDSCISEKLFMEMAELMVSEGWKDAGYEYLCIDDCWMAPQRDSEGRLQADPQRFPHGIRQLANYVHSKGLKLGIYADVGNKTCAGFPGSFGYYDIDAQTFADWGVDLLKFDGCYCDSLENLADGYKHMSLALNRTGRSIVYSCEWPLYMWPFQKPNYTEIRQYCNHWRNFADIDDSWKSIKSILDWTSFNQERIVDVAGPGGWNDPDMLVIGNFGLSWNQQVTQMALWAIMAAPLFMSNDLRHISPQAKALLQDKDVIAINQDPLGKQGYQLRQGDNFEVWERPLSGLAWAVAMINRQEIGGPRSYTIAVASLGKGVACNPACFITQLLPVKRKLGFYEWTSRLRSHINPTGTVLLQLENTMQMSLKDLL
#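 Fluorogenic readout (Ex 365/Em 440 nm) of 4-methylumbelliferone released from 1 mM 4-MU-alpha-galactoside by spleen homogenate, 40 min at 37C, pH 5.0. Data normalized to no-enzyme and enzyme controls; Hill-equation AC50 from compound titrations.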
# GAA glycogen – alters human alpha-glucosidase cleavage of glycogen; 0.38% of 300,000 active; recombinant GAA, glycogen substrate, Amplex Red glucose oxidase fluorescence; P10253; Potency, µM (series often up to 76.4 µM), inactives show at the top dose activity change, negative = inhibition, most hits filed as inhibitors;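 note: 0% = full enzyme reaction and -100% = no-enzyme basal signal; the screen sought inhibitors and activators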
#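 qHTS, 1536-well; enzyme 4 nM final; cpd up to 77 uM; substrate bovine liver glycogen 30 ug; 50 mM citrate/phosphate pH 5.0, 0.01% Tween-20; 37 C, 40 min; Amplex Red detection 45 min RT; Hill fit → AC50.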
# NPSR antag – neuropeptide S receptor (human) antagonism, cAMP | Q6W5P4 | CHO-NPSR cells, cAMP TR-FRET, antagonist mode | Potency, µM (highest dose often 38.3 µM), without a hit: top-dose activity change, negative = inhibition, usual class: inhibitors | 1% of 220,000 active | AID 1461; note: % is set by controls: 0 for no effect and ±100 for the full control effect; nearly all actives have a fitted effect of over 50% in size; many of its hits are not listed in these tables
# GAA spleen mod – inhibits or activates alpha-glucosidase in human spleen homogenate; Potency, µM (doses to about 79.9 µM), without a hit: top-dose activity change, negative = inhibition, most hits filed as inhibitors; 0.006% of 240,000 active; AID 2112; human spleen homogenate, 4-MU-alpha-glucoside fluorescence; P10253;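 note: 0% = enzyme with vehicle and -100% = no enzyme basal signal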
#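 Human spleen homogenate (1 ug) with 4-methylumbelliferyl-alpha-D-glucopyranoside (1 mM final) in 50 mM citrate/phosphate pH 5.0, 0.01% Tween-20; 40 min at 37 C. Stopped at pH 10; 4-MU fluorescence Ex 365/Em 440 nm; AC50 by Hill fit.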
# Epigenetic reg – epigenetic control regulation, reporter derepression. AID 1865. murine LDR cells, GFP reporter derepression, 30 h. 0.2% of 280,000 active. Potency, µM (highest dose often 53.9 µM), inactives show top-dose GFP activation, most hits filed as activators; note: % of control where 0% means no effect; nearly all actives have a fitted effect of over 60% in size
#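 In this reporter-derepression format, murine cells bearing a silenced integrated CMV-GFP locus incubate with test compound (30 h, 37 C), then are washed and imaged; fluorescent objects of 20–120 um count as induced cells.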
# * = called active by the depositor; ? = inconclusive; . = no result given; & = joins results of further samples; [ ] = dose if it differs, or a comment. Unless noted, calls come from the whole dose curve; as a rule, active = well fitted curve in the direction sought with a large enough effect; inconclusive = small, poorly fitted or top-dose-only effect, or another doubt; inactive = no such curve, though single readings can be large; an effect the other way counts as inactive or inconclusive. Potency is the fitted concentration of half-maximal effect.
# Below each SMILES: Epigenetic reg	GAA glycogen	GAA inhib	GAA spleen mod	ALDH1A1 block	Tau fluor cs	aGal spleen mod	NPSR antag
- Cc1ccc(N2C(=O)C(CN3CCCCC3)C2c2ccccc2)cc1 (stereo unspecified)
  1.1%	18%	1%	-2%	-1%	7%	-2%	-19%
- CC(C)Nc1nc(NC(C)C)nc(NS(=O)(=O)c2ccc(N)cc2)n1
  1.0%	-2%	-5%	-9%	-7%	0%	-2%	6%[46.1 µM]
- CSc1nnc2c(n1)OC(C1CC=C(C)CC1)Nc1ccccc1-2 (stereo unspecified)
  2.2%	-5%	-6%	5%	0%	-12%	1%	-7%[46.1 µM]
- COC(=O)[C@@]1(Cc2ccc(OC)cc2)[C@H]2c3cc(C(=O)N(C)C)n(Cc4nc5ccccc5[nH]4)c3C[C@H]2CN1C(=O)c1ccccc1
  -1.2%	.	.	6%	?	-26%	7%	.
- Fc1ccc(NC(=S)Nc2ccc3nccnc3c2)cc1
  0.3%	-21%	4%	4%	?	-12%	4%	-1%
- CNS(=O)(=O)c1cc(OC)ccc1OC
  -1.2%	-1%	-3%	-7%	6%	8%	2%	1%[46.1 µM]
- CCC(C)c1ccc(OCC(=O)Nc2ccc(Cl)cn2)cc1 (stereo unspecified)
  0.7%	-2%	-5%	2%	1%	-16%	-3%	-18%[46.1 µM]
- O=P(O)(CCc1ccccn1)CN1CCOCC1
  7.7%	-1%	4%[15.4 µM]	-3%	-7%	-7%	4%	9%[46.1 µM]
- Cc1cc(C)n(C(=O)CCCn2nc(C)c([N+](=O)[O-])c2C)n1
  1.1%	6%	4%	1%	4%	-12%	0%	-2%
- CCN(CC)C(=O)CSc1nc(O)c(Cc2ccccc2)c(=O)n1-c1ccc(C)cc1
  1.1%	5%	.	-1%	.	-13%	4%	18%[7.67 µM]
- O=C1CSC(c2ccccc2Br)N1c1ccc(Cl)cn1 (stereo unspecified)
  3.3%	-3%	?	13%	-1%	-19%	6%	-20%
- COc1ccc(-c2nc(C#N)c(NCc3cccnc3)o2)cc1OC
  -1.1%	?	3%	-2%	?	-9%	-7%	-17%[46.1 µM]
- O=C(CN1C(=O)COc2ccccc21)N(Cc1ccc2c(c1)OCO2)CC1CCCO1 (stereo unspecified)
  3.2%	4%	2%	-3%	-5%	-14%	0%	-12%[7.67 µM]
- CCOC(=O)c1cc2c(=O)n3cccc(C)c3nc2n(Cc2ccccc2Cl)c1=N
  -0.5%	2%	?	-7%	?	10%	-1%	-6%[46.1 µM]
- O=C(NCc1ccccc1C(F)(F)F)C12CN(Cc3ccccc3)CC1C(c1ccc([N+](=O)[O-])cc1)=NO2 (stereo unspecified)
  0.9%	-5%	?	-10%	25µM*	-20%	2%	-30%[46.1 µM]
- CN1CCN(C2=Nc3cc(F)ccc3Cc3ccccc32)CC1
  -1.1%&1.1%	3%	-3%[15.4 µM]	0%&1%	8%	-3%&-13%	10%&-3%	-19%
- CCc1ccccc1OCCOc1ccc(C)cc1OC
  -1.1%	-1%	-5%	-9%	-1%	-6%	-5%	-8%[46.1 µM]
- COc1ccccc1/C=N/NC(=O)CC(=O)Nc1ccc(Cl)c(Cl)c1
  0.9%	-3%	3%	-18%	-6%	?	4%	-14%[46.1 µM]
- CSc1cc(-c2ccccc2)n(Cc2ccccc2Cl)c(=O)c1C#N
  -1.8%	4%	-2%	11%	?	-19%	10%	-14%[46.1 µM]
- COc1ccccc1-c1ccc(Nc2cccc(C(C)=O)c2)nn1
  0.9%	4%	4%	-4%	?	-12%	5%	-26%[46.1 µM]
- COc1ccc(CC2(CO)CCN(Cc3cccnc3)CC2)cc1
  2.2%	0%	14%	0%	-100%	-7%[2.34 µM]	3%	31%
- Cc1ccc(CNC(=O)Cn2cccc2C(=O)c2ccccc2)cc1
  0.7%	4%	0%	-1%	8%	2%	-2%	-19%[46.1 µM]
- CC(C)(C)[C@H]1C=C(C(=O)N2CCOCC2)O[C@@H](OCCCCO)C1
  -0.7%	-6%	.	6%	7%	5%	15%	-2%
- Nc1ccc(N2CCCCCC2)cc1
  -0.7%	?	4%	-2%	7.9µM*	?	1%	?
- Cn1c(=O)c2c(nc(OCCc3ccccc3)n2C)n(C)c1=O
  1.5%	10%	4%	-5%	-4%	-15%	-2%	13%
- COc1ccc(CN(Cc2ccc(OC)cc2)S(=O)(=O)c2ccc(-n3cnnn3)c(C)c2)cc1
  0.0%	1%	1%	0%	9%	0%	0%	-6%[46.1 µM]
- CCCCN(C)C1CCN(C(=S)Nc2ccc(OC)cc2)CC1
  2.6%	4%	3%	17%	-6%	-10%	9%	16%
- CCN(CC)CCNC(=O)Cn1nc(Cc2cccnc2)c2ccccc2c1=O
  0.0%	?	-9%	1%	2%	-12%	-8%	-7%[46.1 µM]
- CCOc1ccc2oc(C(=O)NCC(C)(C)CN(C)C)c(C)c2c1
  6.8%	-1%	-1%	-3%	?	7%	-5%	7%
- O=C(N/N=C\c1ccc(-c2ccc(Cl)c(Cl)c2)o1)C(=O)N1CCCC1
  0.0%	12%	13%	1%	?	-9%	6%	0%[46.1 µM]
- Cc1c(NC(=O)CSc2nc3c(cnn3-c3ccccc3)c(=O)[nH]2)c(=O)n(-c2ccccc2)n1C
  -3.2%	6%	2%	4%	2%	-9%	-1%	5%
- CC(C)C(c1nnnn1Cc1ccco1)N1CCN(c2nc3ccccc3s2)CC1 (stereo unspecified)
  -8.8%	-21%	2%	1%	26%	-15%	9%	?
- O=C(NCc1cccnc1)C1CCN(S(=O)(=O)c2cccnc2)CC1
  -1.0%	-2%	2%	-9%	12%	-6%	-9%	7%[46.1 µM]
- COC(=O)[C@@]1(Cc2ccc(OC)cc2)[C@H]2c3cc(C(=O)N(C)C)n(Cc4ccc(OC(F)(F)F)cc4)c3C[C@H]2CN1C(=O)c1ccccc1
  -2.4%&-2.1%	-12%	-8%	-14%&3%	-4%&-1%	-9%&-6%	2%&-3%	-34%
- Cc1ccc2nc(N3CCOCC3)c(C=O)c(=O)n2c1
  0.0%	-1%	-9%	-6%	25µM*	9%	-4%	-20%
- Cc1onc(-c2c(Cl)cccc2Cl)c1C(=O)NC(=S)Nc1sc2c(c1C(N)=O)CCC(C)C2 (stereo unspecified)
  2.0%	3%	1%	-9%	19µM*	1%	-9%	-7%
- CC1(C(=O)CSc2n[nH]c(-c3ccccc3Cl)n2)CCC(=O)O1 (stereo unspecified)
  -2.2%	-11%	1%	-3%	?	-2%	-6%	1%[46.1 µM]
- CC(C)(C)c1[nH]nc2c1C(c1ccco1)C(C#N)=C(N)O2 (stereo unspecified)
  1.1%	-10%	11%	-5%	-12%	8%	1%	1%
- O=C1CCCCC1C(=O)c1cn(-c2ccc(Cl)c(Cl)c2)nn1 (stereo unspecified)
  5.2%	6%	-3%	.	3%	-7%	2%	-23%
- Cc1ccc(NC(=O)COC(=O)/C=C/c2ccccc2)cc1S(=O)(=O)N1CCOCC1
  -1.4%	-7%	3%	0%	-7%	-26%	-8%	-1%

# Ordered by heavy-atom count (descending): part of the list above.
# Below each SMILES: Epigenetic reg	GAA glycogen	GAA inhib	GAA spleen mod	ALDH1A1 block	Tau fluor cs	aGal spleen mod	NPSR antag
- Cc1c(NC(=O)CSc2nc3c(cnn3-c3ccccc3)c(=O)[nH]2)c(=O)n(-c2ccccc2)n1C
  -3.2%	6%	2%	4%	2%	-9%	-1%	5%
- COc1ccc(CN(Cc2ccc(OC)cc2)S(=O)(=O)c2ccc(-n3cnnn3)c(C)c2)cc1
  0.0%	1%	1%	0%	9%	0%	0%	-6%[46.1 µM]
- Cc1onc(-c2c(Cl)cccc2Cl)c1C(=O)NC(=S)Nc1sc2c(c1C(N)=O)CCC(C)C2 (stereo unspecified)
  2.0%	3%	1%	-9%	19µM*	1%	-9%	-7%
- Cc1ccc(NC(=O)COC(=O)/C=C/c2ccccc2)cc1S(=O)(=O)N1CCOCC1
  -1.4%	-7%	3%	0%	-7%	-26%	-8%	-1%
- CC(C)C(c1nnnn1Cc1ccco1)N1CCN(c2nc3ccccc3s2)CC1 (stereo unspecified)
  -8.8%	-21%	2%	1%	26%	-15%	9%	?
- CCN(CC)CCNC(=O)Cn1nc(Cc2cccnc2)c2ccccc2c1=O
  0.0%	?	-9%	1%	2%	-12%	-8%	-7%[46.1 µM]
- O=C(NCc1cccnc1)C1CCN(S(=O)(=O)c2cccnc2)CC1
  -1.0%	-2%	2%	-9%	12%	-6%	-9%	7%[46.1 µM]
- CCOc1ccc2oc(C(=O)NCC(C)(C)CN(C)C)c(C)c2c1
  6.8%	-1%	-1%	-3%	?	7%	-5%	7%
- Cn1c(=O)c2c(nc(OCCc3ccccc3)n2C)n(C)c1=O
  1.5%	10%	4%	-5%	-4%	-15%	-2%	13%
- O=C1CCCCC1C(=O)c1cn(-c2ccc(Cl)c(Cl)c2)nn1 (stereo unspecified)
  5.2%	6%	-3%	.	3%	-7%	2%	-23%
- CC(C)(C)c1[nH]nc2c1C(c1ccco1)C(C#N)=C(N)O2 (stereo unspecified)
  1.1%	-10%	11%	-5%	-12%	8%	1%	1%
- Cc1ccc2nc(N3CCOCC3)c(C=O)c(=O)n2c1
  0.0%	-1%	-9%	-6%	25µM*	9%	-4%	-20%

# Continued.
# Below each SMILES: Epigenetic reg	GAA glycogen	GAA inhib	GAA spleen mod	ALDH1A1 block	Tau fluor cs	aGal spleen mod	NPSR antag
- Cc1csc2c(N3CCN(C(=O)c4ccc(C(C)(C)C)cc4)CC3)ncnc12
  -1.7%	-15%	-6%	-2%	16µM*	-2%	5%	22%
- CC(NC(=O)Nc1ccc([N+](=O)[O-])cc1)C(c1cccs1)N1CCCC1 (stereo unspecified)
  1.3%	26%	-7%	-10%	?	-9%	1%	2%
- O=C(NC1CC1)c1cc(-c2ccccn2)nc2ccccc12
  -1.9%	6%	-3%	9%	13%	-7%	9%	-9%[46.1 µM]
- COc1ccc(Cl)cc1S(=O)(=O)Nc1ccncc1
  -3.8%	-3%	6%	7%	7%	8%	5%	3%

# This is a subset; the hit share may differ from the screen's.
